Screening data: PubChem, several laboratories
Bcl-B TR3 displacers – displacers of TR3 peptide from Bcl-B, primary screen, selectivity assay for Bfl-1 inhibitor project, biochemical, fluorescence polarization; FP displacement of FITC-TR3 peptide from Bcl-B; higher % means a stronger effect; displacement, % at 20 µM, or IC50 in µM where a hit was titrated; actives 0.11% (n = 96,000); AID 748;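 active = displacement above 50% at 20 µM plus a fluorescence interference ratio under 1.5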;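 also: plate controls were wells without compound for no effect and wells lacking Bcl-B protein for full effect; a part of the inactive calls stands beside numbers as strong as those of hits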
IL1B NFkB inh – blocks IL-1B driven NFkB nuclear translocation in HUVEC cells; inhibition, % at 2 µM; HUVEC IL-1B NFkB p65 nuclear translocation imaging; actives 0.43% (n = 94,000);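 active = inhibition above about 30% together with a positive call from visual inspection of the well image, limit read from the data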;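 also: nuclear over cytoplasmic p65 intensity ratio measured by imaging; 0% = IL-1B stimulated DMSO wells and 100% = unstimulated DMSO wells; values of inactives mirror those of a sister screen read the other way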
PLAP inhibition – PLAP enzyme inhibitors, biochemical, luminescence, HTS (AID 690) | purified PLAP, luminescent substrate; higher % means a stronger effect | inhibition, % at 20 µM; hits with a dose series show IC50 in µM | actives 0.08% (n = 96,000); in the data active = a potency from the dose series; inactive = the rest, 99 in 100 with inhibition below about 30%; also: strong numbers were not always called active
MRP reversal – compounds reversing MRP-mediated drug resistance. differential viability (reversal), % at 10 µM. H69AR cells + 2 uM doxorubicin, CellTiter-Glo, 72 h. actives 0.04% (n = 85,000);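 active = viability drop by adding the cancer drug above about 55%, with treated viability meeting a 40% cutoff, limit read from the data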;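 also: viability without doxorubicin minus viability with 2 µM doxorubicin for each compound; larger differential means the compound sensitizes cells more to doxorubicin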
NFkB transloc pot – enhances IL-1B driven NFkB nuclear translocation; actives 0.3% (n = 94,000); HUVEC IL-1B NFkB p65 nuclear translocation imaging; AID 819; activation, % at 2 µM;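 active = activation above 40%, about the mean plus 3 SD, also judged a hit on visual image review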;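 also: percent activation is computed from the nuclear over cytoplasmic p65 intensity ratio; values of inactives mirror those of a sister screen read the other way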
MRP reversal cytotoxicity – recorded beside MRP reversal, whose call it bears; viability, %; H69AR cells, CellTiter-Glo, 72 h; measured here: cytotoxicity without doxorubicin
MRP reversal with doxorubicin – recorded beside MRP reversal, whose call it bears; viability, %; measured here: viability with 2 uM doxorubicin; hits give low values
IL1B NFkB inh cell count 2 µM – further read-out of IL1B NFkB inh, marked with its call; cell count; measured here: cells passing quality filter;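 raw number of nuclei counted in each imaged well without normalization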
NFkB transloc pot cell count 2 µM – also measured in NFkB transloc pot; calls as there; cell count; measured here: cells passing quality filter
Starred values were filed as active, the others as inactive.

`CCOC(=O)C(C)On1c(-c2ccccc2)nc2ccc([N+](=O)[O-])cc21` (configuration not stated) gave Bcl-B TR3 displacers -3%, IL1B NFkB inh -3, PLAP inhibition 9%, MRP reversal -3, NFkB transloc pot 3, MRP reversal cytotoxicity 76, MRP reversal with doxorubicin 79, IL1B NFkB inh cell count 2 µM 89 and NFkB transloc pot cell count 2 µM 89.
`O=C(OCCN1C(=O)c2ccccc2C1=O)c1ccco1` gave IL1B NFkB inh 18, MRP reversal -3, NFkB transloc pot -18, MRP reversal cytotoxicity 91, MRP reversal with doxorubicin 93, IL1B NFkB inh cell count 2 µM 86 and NFkB transloc pot cell count 2 µM 86.
Cc1ncsc1C(=O)Nc1nc2c(s1)CCCC2 was read as Bcl-B TR3 displacers 17%, IL1B NFkB inh 0, PLAP inhibition -11%, MRP reversal 7, NFkB transloc pot 0, MRP reversal cytotoxicity 84, MRP reversal with doxorubicin 77, IL1B NFkB inh cell count 2 µM 114 and NFkB transloc pot cell count 2 µM 114.
For COC(=O)c1ccc(C(=O)Nc2cc(Cl)ccc2Cl)cc1NC(=O)c1ccccc1C the results were Bcl-B TR3 displacers 11%, IL1B NFkB inh 2, PLAP inhibition 1%, NFkB transloc pot -2, IL1B NFkB inh cell count 2 µM 143 and NFkB transloc pot cell count 2 µM 143.
Screening N#Cc1cc(C(=O)c2cc(Cl)ccc2O)cn(CC2CCCO2)c1=O (configuration not stated) returned Bcl-B TR3 displacers -12%, IL1B NFkB inh -9, PLAP inhibition -14%, MRP reversal -14, NFkB transloc pot 9, MRP reversal cytotoxicity 79, MRP reversal with doxorubicin 92, IL1B NFkB inh cell count 2 µM 154 and NFkB transloc pot cell count 2 µM 154.
Screening Cc1ccc2nc(NC(=O)CCNS(=O)(=O)c3ccc(Br)s3)sc2c1 returned Bcl-B TR3 displacers -5%, IL1B NFkB inh 6, PLAP inhibition -14%, MRP reversal 4, NFkB transloc pot -6, MRP reversal cytotoxicity 89, MRP reversal with doxorubicin 84, IL1B NFkB inh cell count 2 µM 130 and NFkB transloc pot cell count 2 µM 130.
CC1(C)CC(=O)C(C2(O)C(=O)N(Cc3ccccc3)c3ccccc32)CO1 (configuration not stated) was read as Bcl-B TR3 displacers -9%, PLAP inhibition -3%, MRP reversal -10, MRP reversal cytotoxicity 17 and MRP reversal with doxorubicin 27.
For Cc1cc(C)n(/N=C/c2ccccc2)c(=O)c1C#N the results were Bcl-B TR3 displacers 8%, IL1B NFkB inh -16, PLAP inhibition 17%, MRP reversal -3, NFkB transloc pot 16, MRP reversal cytotoxicity 96, MRP reversal with doxorubicin 99, IL1B NFkB inh cell count 2 µM 101 and NFkB transloc pot cell count 2 µM 101.
`O=C(O)C1CC(=O)N(c2ccc3c(c2)OCCO3)C1` (configuration not stated) gave Bcl-B TR3 displacers 1%, IL1B NFkB inh -16, PLAP inhibition -15%, NFkB transloc pot 16, IL1B NFkB inh cell count 2 µM 201 and NFkB transloc pot cell count 2 µM 201.
Screening CCOC(=O)C1CCCN(CCC(=O)Nc2ccc(C)cc2)C1 (configuration not stated) returned IL1B NFkB inh 6, MRP reversal -8, NFkB transloc pot -6, MRP reversal cytotoxicity 90, MRP reversal with doxorubicin 97, IL1B NFkB inh cell count 2 µM 91 and NFkB transloc pot cell count 2 µM 91.
Screening O=C(Cc1ccc(Cl)cc1)Nc1ccc(-c2nnc(-c3ccco3)o2)cc1 returned Bcl-B TR3 displacers -15%, IL1B NFkB inh -33, PLAP inhibition 7%, MRP reversal -23, NFkB transloc pot 33, MRP reversal cytotoxicity 48, MRP reversal with doxorubicin 72, IL1B NFkB inh cell count 2 µM 116 and NFkB transloc pot cell count 2 µM 116.
Cc1ccc2c(c1)C=CC(C)N2C(=O)c1ccccc1 (configuration not stated) was read as Bcl-B TR3 displacers -2%, IL1B NFkB inh -15, PLAP inhibition 2%, MRP reversal -43, NFkB transloc pot 15, MRP reversal cytotoxicity 41, MRP reversal with doxorubicin 84, IL1B NFkB inh cell count 2 µM 125 and NFkB transloc pot cell count 2 µM 125.
For COc1cccc(OCc2cc(/C=N/NC(=O)c3ccn[nH]3)ccc2OC)c1 the results were Bcl-B TR3 displacers -20%, IL1B NFkB inh -4, PLAP inhibition -48%, NFkB transloc pot 4, IL1B NFkB inh cell count 2 µM 138 and NFkB transloc pot cell count 2 µM 138.
CCN(CC)CCCn1c(=S)[nH]c2ncccc2c1=O was read as Bcl-B TR3 displacers -12%, IL1B NFkB inh -22, PLAP inhibition 2%, MRP reversal -6, NFkB transloc pot 22, MRP reversal cytotoxicity 104, MRP reversal with doxorubicin 110, IL1B NFkB inh cell count 2 µM 144 and NFkB transloc pot cell count 2 µM 144.
Cc1cc(=O)[nH]c(SCCOc2cccc(C(F)(F)F)c2)n1 was read as Bcl-B TR3 displacers -8%, IL1B NFkB inh -23, PLAP inhibition -2%, MRP reversal 19, NFkB transloc pot 23, MRP reversal cytotoxicity 97, MRP reversal with doxorubicin 78, IL1B NFkB inh cell count 2 µM 125 and NFkB transloc pot cell count 2 µM 125.
`COc1ccc2nc(C)cc(Nc3ccc(N4CCOCC4)cc3)c2c1` gave Bcl-B TR3 displacers 2%, IL1B NFkB inh -22, PLAP inhibition 17%, MRP reversal -6, NFkB transloc pot 22, MRP reversal cytotoxicity 66, MRP reversal with doxorubicin 73, IL1B NFkB inh cell count 2 µM 167 and NFkB transloc pot cell count 2 µM 167.
`O=C(c1ccc2c(c1)OCO2)N1CCN(c2ccc(F)cc2)CC1` gave Bcl-B TR3 displacers -4%, IL1B NFkB inh -4, PLAP inhibition -8%, MRP reversal 6, NFkB transloc pot 5, MRP reversal cytotoxicity 94, MRP reversal with doxorubicin 88, IL1B NFkB inh cell count 2 µM 164 and NFkB transloc pot cell count 2 µM 164.
Cc1cc(C)n(CC(O)Cn2ccc3ccccc32)n1 (configuration not stated) was read as Bcl-B TR3 displacers -2%, IL1B NFkB inh 2, PLAP inhibition 11%, MRP reversal 2, NFkB transloc pot -2, MRP reversal cytotoxicity 87, MRP reversal with doxorubicin 85, IL1B NFkB inh cell count 2 µM 133 and NFkB transloc pot cell count 2 µM 133.
O=c1c2cnn(-c3ccc(F)cc3)c2ncn1Cc1ccc(F)cc1 was read as IL1B NFkB inh -4, MRP reversal -9, NFkB transloc pot 4, MRP reversal cytotoxicity 90, MRP reversal with doxorubicin 99, IL1B NFkB inh cell count 2 µM 99 and NFkB transloc pot cell count 2 µM 99.
For CC(=O)Nc1nnc(-c2ccc3c(c2)CCCC3)o1 the results were Bcl-B TR3 displacers -2%, IL1B NFkB inh 3, PLAP inhibition -58%, MRP reversal -2, NFkB transloc pot -3, MRP reversal cytotoxicity 76, MRP reversal with doxorubicin 78, IL1B NFkB inh cell count 2 µM 51 and NFkB transloc pot cell count 2 µM 51.
CCOc1ccc(-n2c(Cc3cc(=O)[nH]c(=O)[nH]3)nnc2SC(C)C(=O)OC)cc1 (configuration not stated) was read as Bcl-B TR3 displacers 5%, IL1B NFkB inh 11, PLAP inhibition -54%, MRP reversal 3, NFkB transloc pot -11, MRP reversal cytotoxicity 92, MRP reversal with doxorubicin 89, IL1B NFkB inh cell count 2 µM 177 and NFkB transloc pot cell count 2 µM 177.
Cc1nc([N+](=O)[O-])c(Br)n1CC(=O)c1ccc2ccccc2c1 was read as Bcl-B TR3 displacers -5%, PLAP inhibition -89%, MRP reversal 0, MRP reversal cytotoxicity 0 and MRP reversal with doxorubicin 1.
O=C(CN1CCN(c2ccc(F)cc2)CC1)NCC1CCCO1 (configuration not stated) was read as Bcl-B TR3 displacers -5%, IL1B NFkB inh -6, PLAP inhibition -5%, MRP reversal 14, NFkB transloc pot 6, MRP reversal cytotoxicity 100, MRP reversal with doxorubicin 86, IL1B NFkB inh cell count 2 µM 125 and NFkB transloc pot cell count 2 µM 125.
O=C(CCn1c(=O)oc2ccccc21)n1c(=O)oc2ccccc21 was read as Bcl-B TR3 displacers 0%, IL1B NFkB inh 6, PLAP inhibition -3%, MRP reversal -11, NFkB transloc pot -6, MRP reversal cytotoxicity 88, MRP reversal with doxorubicin 99, IL1B NFkB inh cell count 2 µM 137 and NFkB transloc pot cell count 2 µM 137.
`Cc1ccc(NC(=O)CC2Oc3ccccc3NC2=O)c(C)c1` (configuration not stated) gave Bcl-B TR3 displacers -1%, IL1B NFkB inh -1, PLAP inhibition 4%, MRP reversal -12, NFkB transloc pot 1, MRP reversal cytotoxicity 97, MRP reversal with doxorubicin 109, IL1B NFkB inh cell count 2 µM 173 and NFkB transloc pot cell count 2 µM 173.
For Cc1cccc(Cn2c(C(C)(C)C)cc3cccnc32)c1 the results were Bcl-B TR3 displacers -6% and PLAP inhibition 29%.
For COc1cc(C(=O)Nc2ccc(-c3nnc(-c4ccco4)o3)cc2)cc(OC)c1OC the results were Bcl-B TR3 displacers 1%, IL1B NFkB inh -11, PLAP inhibition -4%, MRP reversal -12, NFkB transloc pot 11, MRP reversal cytotoxicity 65, MRP reversal with doxorubicin 77, IL1B NFkB inh cell count 2 µM 131 and NFkB transloc pot cell count 2 µM 131.
Screening CCOC(=O)C1CCN(C(=O)Cc2cccs2)CC1 returned Bcl-B TR3 displacers -4%, IL1B NFkB inh 4, PLAP inhibition 10%, MRP reversal 21, NFkB transloc pot -5, MRP reversal cytotoxicity 101, MRP reversal with doxorubicin 79, IL1B NFkB inh cell count 2 µM 159 and NFkB transloc pot cell count 2 µM 159.
Screening CCCS(=O)(=O)N1CCCC(C(=O)NCCCN2CCCC2=O)C1 (configuration not stated) returned Bcl-B TR3 displacers 12%, IL1B NFkB inh 0, PLAP inhibition -8%, MRP reversal 5, NFkB transloc pot 0, MRP reversal cytotoxicity 105, MRP reversal with doxorubicin 100, IL1B NFkB inh cell count 2 µM 128 and NFkB transloc pot cell count 2 µM 128.
`CC(C)CCOCc1nc2sc3c(c2c(=O)[nH]1)CCC(C)C3` (configuration not stated) gave Bcl-B TR3 displacers -132%, IL1B NFkB inh -1, PLAP inhibition -52%, NFkB transloc pot 1, IL1B NFkB inh cell count 2 µM 147 and NFkB transloc pot cell count 2 µM 147.
CCOC(=O)C1=C(c2ccccc2)NC(=S)NC1C (configuration not stated) was read as Bcl-B TR3 displacers 1%, IL1B NFkB inh 2, PLAP inhibition -14%, NFkB transloc pot -2, IL1B NFkB inh cell count 2 µM 124 and NFkB transloc pot cell count 2 µM 124.
CCCCNC(=O)c1cc2n(n1)C(C(F)(F)F)CC(c1ccccc1)N2 (configuration not stated) was read as Bcl-B TR3 displacers -15%, IL1B NFkB inh -5, PLAP inhibition 24%, MRP reversal 3, NFkB transloc pot 5, MRP reversal cytotoxicity 99, MRP reversal with doxorubicin 96, IL1B NFkB inh cell count 2 µM 113 and NFkB transloc pot cell count 2 µM 113.
N#C/C(=C/c1ccc(N2CCCCC2)o1)c1cccc(F)c1 was read as Bcl-B TR3 displacers -140%, IL1B NFkB inh -1, PLAP inhibition -49%, MRP reversal -18, NFkB transloc pot 1, MRP reversal cytotoxicity 41, MRP reversal with doxorubicin 59, IL1B NFkB inh cell count 2 µM 151 and NFkB transloc pot cell count 2 µM 151.

Arranged by molecular weight (descending): three of the compounds above.
O=C(CCn1c(=O)oc2ccccc21)n1c(=O)oc2ccccc21 was read as Bcl-B TR3 displacers 0%, IL1B NFkB inh 6, PLAP inhibition -3%, MRP reversal -11, NFkB transloc pot -6, MRP reversal cytotoxicity 88, MRP reversal with doxorubicin 99, IL1B NFkB inh cell count 2 µM 137 and NFkB transloc pot cell count 2 µM 137.
Screening CCOC(=O)C1CCN(C(=O)Cc2cccs2)CC1 returned Bcl-B TR3 displacers -4%, IL1B NFkB inh 4, PLAP inhibition 10%, MRP reversal 21, NFkB transloc pot -5, MRP reversal cytotoxicity 101, MRP reversal with doxorubicin 79, IL1B NFkB inh cell count 2 µM 159 and NFkB transloc pot cell count 2 µM 159.
CCOC(=O)C1=C(c2ccccc2)NC(=S)NC1C (configuration not stated) was read as Bcl-B TR3 displacers 1%, IL1B NFkB inh 2, PLAP inhibition -14%, NFkB transloc pot -2, IL1B NFkB inh cell count 2 µM 124 and NFkB transloc pot cell count 2 µM 124.

These rows are one share of the data; count on the stated rates, not on these rows.
